Screening results deposited in PubChem by National Center for Advancing Translational Sciences (NCATS).
rTrxR1 inhibitor: rat TrxR1 inhibition; AID 588453; Potency, µM (doses to about 114 µM), for inactives: at the highest dose activity change, negative = inhibition, most hits filed as inhibitors; 1% of 390,000 active; recombinant rTrxR1, NADPH fluorescence consumption, selenite substrate; note: % is set by controls: 0 for no effect and ±100 for the full control effect; nearly all actives have a fitted effect of over 65% in size
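Rat TrxR1 (90 nM in the dispensed reagent) was pre-reduced with 400 uM NADPH for 5 min at room temperature, then incubated with compound for 15 min. After 400 uM selenite was added, NADPH fluorescence (Ex 340/Em 450 nm) was followed for 8 min.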
RXFP1 ag: RXFP1 (human) receptor agonism. Q9HBX9. HEK293T-RXFP1 cAMP TR-FRET, 30 min; response scale: percent of porcine relaxin response, buffer zero. Potency, µM (series often up to 57.5 µM), inactives show at the highest dose activation, hits mostly activators. 0.3% of 370,000 active; note: % is set by controls: 0 for no effect and ±100 for the full control effect; nearly all actives have a fitted effect of over 60% in size; many of its hits are not listed in these tables
Target sequence (Q9HBX9 whole entry, looked up): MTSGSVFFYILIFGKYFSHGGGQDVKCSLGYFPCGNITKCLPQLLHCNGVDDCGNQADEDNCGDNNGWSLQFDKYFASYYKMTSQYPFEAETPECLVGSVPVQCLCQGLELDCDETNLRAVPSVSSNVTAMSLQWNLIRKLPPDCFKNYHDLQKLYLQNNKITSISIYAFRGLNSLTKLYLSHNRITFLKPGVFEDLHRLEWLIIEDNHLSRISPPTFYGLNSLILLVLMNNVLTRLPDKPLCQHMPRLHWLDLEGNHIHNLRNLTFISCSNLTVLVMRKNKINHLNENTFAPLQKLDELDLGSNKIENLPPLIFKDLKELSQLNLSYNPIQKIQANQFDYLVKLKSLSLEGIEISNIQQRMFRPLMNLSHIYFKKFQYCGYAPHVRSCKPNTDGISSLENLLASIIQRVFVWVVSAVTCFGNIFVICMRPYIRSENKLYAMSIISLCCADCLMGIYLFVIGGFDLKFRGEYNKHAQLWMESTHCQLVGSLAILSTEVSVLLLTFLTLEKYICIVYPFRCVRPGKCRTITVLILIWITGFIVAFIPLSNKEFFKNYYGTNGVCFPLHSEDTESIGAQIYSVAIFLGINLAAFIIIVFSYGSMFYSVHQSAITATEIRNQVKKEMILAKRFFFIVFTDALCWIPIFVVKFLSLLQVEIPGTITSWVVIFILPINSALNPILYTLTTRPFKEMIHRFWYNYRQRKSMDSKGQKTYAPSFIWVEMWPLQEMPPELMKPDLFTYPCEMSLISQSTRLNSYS
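cAMP rise read by TR-FRET after 30 min, 37C compound exposure (up to 58 uM) in RXFP1-transfected HEK293 cells with Ro 20174 present. EC50 from Hill-equation fits, with 29 nM porcine relaxin as 100% and buffer as basal.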
IDH1 R132H inh: blocks human mutant IDH1 R132H enzyme. O75874. IDH1-R132H enzyme, NADPH consumption, diaphorase/resazurin fluorescence. Potency, µM (doses to about 76.6 µM), for the others: top-dose activity change, negative = inhibition, hits mostly inhibitors. 0.093% of 390,000 active. AID 602179; note: % is set by controls: 0 for no effect and ±100 for the full control effect; nearly all actives have a fitted effect of over 65% in size
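IDH1-R132H (0.5 ug/mL) preincubated 30 min with compound, then NADPH (0.016 mM) and alpha-KG (2 mM) added; 80 min at RT, pH 7.5. Remaining NADPH coupled via diaphorase/resazurin to fluorescence (540/590 nm); concentration-response curves normalized to no-enzyme control.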
Vif-A3G inh: Vif-A3G binding inhibition | Q9HC16 | HeLa A3G-eYFP + Vif (tagged APOBEC3G with the HIV-1 protein that degrades it), YFP fluorescence, overnight | Potency, µM (highest dose often 46.1 µM), for the others: at the highest dose activity, negative = active, actives largely listed as inhibitors | 0.076% of 410,000 active;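 note: % is set by controls: 0 for no effect and ±100 for the full control effect; nearly all actives have a fitted effect of over 60% in size; hits raise eYFP signal because A3G escapes Vif-driven loss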
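HeLa cells stably expressing Vif and C-terminally eYFP-tagged A3G, seeded overnight at 37 deg C, then exposed to compound by pintool overnight at 37 deg C. Rise in yellow fluorescence (Ex 488/Em 500-530, Acumen) marks blocked Vif-driven A3G degradation.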
RGS4 inhibitor: human RGS4 inhibition. P49798. Transcreener GDP fluorescence polarization, RGS4-accelerated GTP hydrolysis. Potency, µM (titrated, usually from 114 µM), for inactives: at the highest dose activity change, negative = inhibition, hits mostly inhibitors. 0.039% of 390,000 active; note: % is set by controls: 0 for no effect and ±100 for the full control effect; nearly all actives have a fitted effect of over 75% in size; some results filed as inactive show a strong effect at the top dose
Target sequence (P49798 whole entry, looked up): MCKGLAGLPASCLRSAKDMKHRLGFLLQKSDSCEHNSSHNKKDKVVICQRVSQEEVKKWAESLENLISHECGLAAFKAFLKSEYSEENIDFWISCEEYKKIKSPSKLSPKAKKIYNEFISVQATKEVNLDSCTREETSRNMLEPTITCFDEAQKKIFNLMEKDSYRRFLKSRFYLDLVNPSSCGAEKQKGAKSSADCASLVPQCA
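MLSMR compounds (23 nl, pin-transferred) preincubated 10 min at room temperature with a 500nM (2x) first reagent, then RGS4 at 900nM (2x) plus Transcreener GDP mix added; fluorescence polarization (620/688 nm) read before and after 90 min at 30 °C.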
Vif-A3F inh: inhibitors of Vif-A3F interaction. HeLa A3F-eYFP + Vif (tagged APOBEC3F with the HIV-1 protein that degrades it), YFP fluorescence increase. 0.2% of 390,000 active. Potency, µM (doses to about 46.1 µM), inactives show at the highest dose activity, negative = active; note: % of control where 0% means no effect; nearly all actives have a fitted effect of over 65% in size
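Fluorescence increase (Ex 488/Em 500-530) after overnight compound treatment at 37 deg C flags inhibition of Vif-driven A3F-eYFP loss in stable HeLa A3F-eYFP/Vif cells seeded overnight beforehand.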
TrxR1 substrate: is turned over as a substrate by rat TrxR1 | purified TrxR1 substrate turnover, NADPH consumption readout | AID 588456 | O89049 | Potency, µM (titrated, usually from 114 µM), without a hit: top-dose activity change, negative = substrate turnover | 0.01% of 390,000 active; note: % is set by controls: 0 for no effect and ±100 for the full control effect; nearly all actives have a fitted effect of over 50% in size
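Rat TrxR1, dispensed at 90 nM, was prereduced with 400 uM NADPH (final) for 5 min at ~22 deg C, then incubated with compound 15 min before 400 uM selenite. A first-read NADPH fluorescence drop versus no-compound background flagged substrates.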
USP1 inh: inhibitors of human USP1/UAF1 deubiquitinase; 0.23% of 390,000 active; recombinant USP1/UAF1, Ub-Rhodamine cleavage fluorescence; Potency, µM (titrated, usually from 57.1 µM), inactives show top-dose activity change, negative = inhibition, actives largely listed as inhibitors; O94782; note: % is set by controls: 0 for no effect and ±100 for the full control effect; nearly all actives have a fitted effect of over 60% in size; inactives centre near -12
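Step one: compound is pinned into 1nM USP1/UAF1 in HEPES pH 7.8 buffer with TCEP. Step two: 15 min room-temperature incubation. Step three: Ub-Rho (150nM final) starts cleavage, tracked by fluorescence over six one-minute reads.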
ALOX12 inh: inhibitors of human 12S-lipoxygenase ALOX12; 1.1% of 580,000 active; Potency, µM (titrated, usually from 108 µM), without a hit: at the highest dose activity change, negative = inhibition, usual class: inhibitors; purified 12hLO, xylenol orange hydroperoxide absorbance; P18054; AID 1671190; note: % is set by controls: 0 for no effect and ±100 for the full control effect
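Purified human 12hLO at 150 nM in 25 mM Hepes, 0.01% Triton X-100, pH 7.0, preincubated 15 min at room temperature with compound. Reaction started with 40 uM arachidonic acid, 30 min at room temperature. Hydroperoxide measured by Fe-xylenol orange, 573/405 nm absorbance ratio.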
The depositor's hits bear a star; ? = inconclusive; / = not tested or not shown; & = joins results of further samples; [ ] = dose if it differs, or a comment. Calls come from the whole dose curve; as a rule, active = well fitted curve in the direction sought with a large enough effect; inconclusive = small, poorly fitted or top-dose-only effect, or another doubt; inactive = no such curve, though single readings can be large; an effect the other way counts as inactive or inconclusive. Potency is the fitted concentration of half-maximal effect.

molecule,rTrxR1 inhibitor,RXFP1 ag,IDH1 R132H inh,Vif-A3G inh,RGS4 inhibitor,Vif-A3F inh,TrxR1 substrate,USP1 inh,ALOX12 inh
O=C(CSc1ccc2nnc(-c3ccccn3)n2n1)NCc1ccco1,45µM*,15%,1%,-3%,-31%,2%,14%,-16%,?
CCOC(=O)N1CCN(c2cc(C)c(C(C)=O)cc2F)CC1,0%[57.1 µM],-1.0%,-8%,-2%,-6%,0%,3%[57.1 µM],-12%,1%[57.4 µM]
CCOC(=O)c1sc2ccccc2c1OC(=O)c1ccccc1OC,12%,2.1%,0%,-19%,-3%,5%,-4%,?,-1%
CC(C)Cc1nc2ccccc2[nH]1,8%[57.1 µM],3.7%,4%,0%,-13%,17%,5%[57.1 µM],-13%,112%[activator]
COc1cccc(NC(=O)Cn2c(=O)n(CCCCC(=O)NCCc3ccccc3)c(=O)c3ccccc32)c1,6%,0.4%,9%,5%,-4%,6%,-5%,-2%,-17%
CCOC(=O)CNS(=O)(=O)c1ccc2c3c(cccc13)C(=O)N2CC,31%[57.1 µM],17%,20%,5%,15%,-2%,67%,?,-8%
CC(C)C(NC(=O)c1ccc(F)cc1)C(=O)NCC1CCCO1 (stereo not given),22%,0.6%,-2%,-1%,-7%,19%,6%,-20%,-2%
CC(=O)Nc1ccc(NC(=O)CSc2nnc(NC(=O)C3CC3)s2)cc1,-8%,-2.0%,-2%,0%,10%,0%,-8%,-4%,0%
CC1Cn2c(C(=O)NCCc3ccc(Cl)cc3)cc3cccc(c32)S1 (stereo not given),51%[activator],0.8%,5%,0%,-9%,-4%,29%,-15%,?
C/C(=N\NC(=O)c1ccccc1O)c1cccc(NC(=O)c2ccccc2)c1,2%,1.3%,-5%,-9%,18%,1%,0%,-11%,-1%
CN(C)c1ccc(C(=O)NNC(=O)C23CC4CC(CC(C4)C2)C3)cc1,8%,/,0%,-8%,3%,6%,-3%,-14%,5%
c1ccc(-c2nnc(-c3ccco3)n2-c2ccccc2)cc1,?,-1.0%,0%,3%,1%,-10%,12%,-9%,-7%
O=C(COC(=O)c1ccc(S(=O)(=O)Nc2ccccc2)cc1)NC1CCCC1,1%[57.1 µM],-1.3%,-6%,1%,-8%,-8%,0%[57.1 µM],-4%,-15%
O=C(Cc1ccsc1)NCc1ccccc1F,-1%,-4.1%,-7%,1%,-29%,1%,-8%,-19%,-3%
O=C(Cc1cccs1)Nc1cccc([N+](=O)[O-])c1,7%[57.1 µM],-1.0%,25%,-4%,-29%,2%,7%[57.1 µM],-8%,-19%
COc1cc(/C=C2/SC(=O)N(Cc3ccccc3Cl)C2=O)ccc1OCc1ccncc1,2%,1.7%,6%,0%,-1%,-8%,-6%,-21%,201%[activator]
COc1cc(/C=C2\C(=O)N(C)C(=S)N2C)ccc1O,-14%,-0.5%,0%,-8%,-14%,0%,-6%,-20%,1%
CCOC(=O)CCc1nn(C)c(=O)c2ccccc12,13%,2.6%,-5%,1%,-10%,0%,3%,-13%,-3%
O=C(COC(=O)c1cc([N+](=O)[O-])ccc1NCc1ccccc1)NC1CCCc2ccccc21 (stereo not given),16%,3.0%,-3%,-4%,10%,-8%,-2%,1%,1%
CCCn1c(N)c(C(c2ccc(OC)cc2)N2CCN(c3ccccc3)CC2)c(=O)[nH]c1=O (stereo not given),10µM*,1.0%,1%,3%,5%,2%,8%[57.1 µM],-11%,-5%
CC(C)(C)N(Cc1ccccc1)C(=O)COC(=O)CCN1C(=O)C2CC=CCC2C1=O (stereo not given),2%,-0.2%,-2%,0%,-1%,6%,-10%,-15%,2%
CCOC(=O)c1c(S(=O)(=O)NCC(=O)N2CCN(c3ccc(OC)cc3)CC2)c(C)n(C)c1C,-3%,-0.1%,-4%,1%,18%,-2%,-9%,-4%,26%
CCCCCn1nc(-c2ccccc2)c2nc3ccccc3nc21,18%,4.0%,1%,-21%,-27%,?,0%,?,-8%
COc1ccccc1N(CC(=O)Nc1ccc2c(c1)OCCO2)S(C)(=O)=O,10%[57.1 µM],-0.3%,0%,-3%,-13%[11.4 µM],13%,8%[57.1 µM],-10%,0%
CCOC(=O)C1=NN(c2ccc(Cl)cc2)/C(=C/C2=NCCc3cc(OC)c(OC)cc32)S1,-27%,11%,-10%,0%,16%,2%,-1%,0%,359%[activator]
O=C(Cn1nnc(-c2ccccc2)n1)NCc1ccco1,-9%,0.1%,2%,3%,-7%,-7%,1%,-2%,5%
Cc1ccccc1/C=N/NC(=O)c1cccnc1,-3%,1.3%,-1%,1%,28%,6%,-6%,5%,?
COc1ccc(CCN(Cc2ccccn2)C(=S)Nc2ccccc2Cl)cc1OC,11%[57.1 µM],0.1%,-3%,0%,-27%,1%,8%[57.1 µM],?,?
CC(NC(=O)COC(=O)c1ccc([N+](=O)[O-])s1)c1ccccc1 (stereo not given),-23%,-0.1%,0%,2%,-31%,-9%,-7%,0%,-19%
COCC(=O)Nc1cc(=O)n(C)c(=O)n1C,29%,3.1%,-7%,1%,14%,3%,4%,-8%,12%

Whole records, quoted from the list:
CN(C)c1ccc(C(=O)NNC(=O)C23CC4CC(CC(C4)C2)C3)cc1 is listed as rTrxR1 inhibitor: 8%; RXFP1 ag: /; IDH1 R132H inh: 0%; Vif-A3G inh: -8%; RGS4 inhibitor: 3%; Vif-A3F inh: 6%; TrxR1 substrate: -3%; USP1 inh: -14%; ALOX12 inh: 5%
CCOC(=O)C1=NN(c2ccc(Cl)cc2)/C(=C/C2=NCCc3cc(OC)c(OC)cc32)S1 is listed as rTrxR1 inhibitor: -27%; RXFP1 ag: 11%; IDH1 R132H inh: -10%; Vif-A3G inh: 0%; RGS4 inhibitor: 16%; Vif-A3F inh: 2%; TrxR1 substrate: -1%; USP1 inh: 0%; ALOX12 inh: 359%[activator]

Remaining list, next part:
molecule,rTrxR1 inhibitor,RXFP1 ag,IDH1 R132H inh,Vif-A3G inh,RGS4 inhibitor,Vif-A3F inh,TrxR1 substrate,USP1 inh,ALOX12 inh
Cc1ccc(SCCNC(=S)Nc2cc(C)ccc2C)cc1,9%,1.5%,5%,5%,-7%[11.4 µM],-6%,9%,-22%,?
O=C(NCC1CCCO1)C(C(=O)c1ccccc1)n1cc(Cl)ccc1=O (stereo not given),1%[57.1 µM],2.0%,13%,-2%,10%,-3%,5%[57.1 µM],-10%,0%
Cc1ccc(S(=O)(=O)NC(=O)Nc2cccc(C)n2)cc1,9%[11.4 µM],0.4%,-6%,2%,-6%,16%,10%,9%,0%
CC(=O)N1CCN(c2ccc(NC(=O)c3ccc4ccccc4c3)cc2)CC1,12%,-1.4%,4%,-5%,-3%,-3%,-7%[57.1 µM],-20%,-25%
CN(C(=O)COC(=O)CSc1cc(Cl)ccc1Cl)c1c(N)n(Cc2ccccc2)c(=O)[nH]c1=O,3%,1.0%,-5%,-6%,-8%,1%,-3%,-17%,?
COc1ccc(C)cc1NC(=O)C1CCN(S(=O)(=O)c2ccc3c(c2)NC(=O)CO3)CC1,2%,0.8%,-9%,-7%,-4%,1%,-8%,-12%,6%
CCOC(=O)c1c(C)[nH]c(O)c1C=Nc1ccccc1,4%[57.1 µM],-0.6%,1%,3%,7%,-1%,5%[57.1 µM],-6%,-25%
C=CCC(CC=C)(NC(=O)c1ccccc1)c1ccccc1,-5%,2.5%,1%,1%,-15%[11.4 µM],-3%,0%,-7%,-11%
CN(CC(=O)Nc1ccc(F)cc1)C(=O)COC(=O)c1ccc(=O)n(Cc2ccccc2)n1,15%,0.4%,-6%,1%,-20%,-8%,2%,-12%,296%[activator]
COc1ccccc1C1(O)CCN(C(=O)c2cccs2)CC1,10%,1.0%,-1%,3%,-3%,5%,1%,2%,7%
Cc1nn(-c2ccccc2)c(N)c1C(O)(CSc1nccn1C)C(F)(F)F (stereo not given),0%,-1.3%,-3%,1%,8%[56.9 µM],2%,-5%,-16%,-21%
CCOc1ccc(N2C(=O)CC(N(Cc3ccco3)C(C)=O)C2=O)cc1 (stereo not given),4%[57.1 µM],-0.8%,-4%,1%,-19%,1%,-4%[57.1 µM],-13%,-8%
CCc1ccccc1Nc1ccc(C(=O)O)cc1N,-14%,-1.2%,1%,-1%,-13%,3%,6%[57.1 µM],-14%,14%
Cn1c(CN2CCCCC2)nc2cc(NC(=O)c3ccccc3Cl)ccc21,27%&20%,-0.1%&-2.1%,0%&0%,4%&1%,-19%&-13%,-2%&-15%,3%&2%,6%&0%,3%&8%
CCn1c(=O)n(CC)c2cc(N3CCCC3)c(NC(=O)c3ccc(OC)c(Br)c3)cc21,2%,-0.7%,?,-6%,-27%,-6%,-2%,-17%,15%
O=[N+]([O-])c1cc(C(F)(F)F)ccc1NCCc1c[nH]c2ccc(O)cc12,11%,0.0%,1%,0%,-4%,-8%,-9%,-12%,-28%
O=C1CN(C(=O)COC(=O)CNS(=O)(=O)c2ccccc2)c2ccccc2N1,31%[57.1 µM],-1.3%,16%,0%,6%,8%,6%[57.1 µM],-20%,2%
COc1cccc(C2C(C(=O)c3cc4ccccc4o3)=C(O)C(=O)N2c2cc(C)on2)c1OC (stereo not given),?,?,-2%,0%,3%,-4%,-4%,-10%,?

Only part of the results is shown; the hit share may differ from the screen's.
